Assay outcomes as filed in PubChem BioAssay.
Coupling enz: inhibits coupling enzyme system, counter-screen for aldolase hits; activity change, negative = inhibition, % at 58.2 µM, hits read low; AID 2472; actives 0.67% (n = 290,000); coupling enzyme system counterscreen, AmpLite Red fluorescence; in the data active = activity change below about -30%
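Activity here indicates interference with the coupling reaction, not aldolase inhibition. Compounds at 57.5 uM final met coupling enzymes for 10 min at RT; substrate and AmpLite Red detection followed, with a 525/598 nm fluorescence read after 20 min.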
* hit, by the source's call; & = joins results of further samples. % is scaled to controls: 0 for no effect and ±100 for the full control effect. Only part of the results is shown (hit frequency here may not be typical).

SMILES	Coupling enz
CC[C@H](C)[C@H](N)C(=O)N[C@@H](CCCCN)C(=O)N[C@H](C(=O)N[C@@H](C)C(=O)N[C@H](C(=O)O)C(C)C)C(C)C	-3.0
O=S(=O)(c1ccccc1)N1CCC[C@@]2(CCN(c3ccncc3)C2)C1	3.3
CCNc1ncc2nc(-c3ccc(OC)cc3)c(=O)n(C)c2n1	-0.9
COc1cc(OC)c([C@@H]2O[C@H](CO)[C@@H](O)[C@H](O)[C@H]2O)c(OC)c1	-0.6
O=C(NCc1nc2ccccc2[nH]1)[C@H]1C[C@@H]1[C@H](NP(=O)(c1ccccc1)c1ccccc1)c1ccccc1	-2.4
CC(=O)N[C@@H](C(=O)O)C(C)(C)SN=O	3.5
CCC(CCC(C)C1CCC2C3CC=C4CC(OC(C)=O)CC[C@@]4(C)C3CC[C@@]12C)C(C)C (stereo not given in full)	5.4
CC(C)CO/N=C1/C[C@@H](O)[C@@H](O)[C@@H]2[C@@H]3C(=O)N(C[C@@H]4CCCO4)C(=O)[C@H]3CC[C@H]12	-1.4
C=CC[C@@H]1C=C[C@H](O/N=C(\C)CCN2CCCc3nc(C)c(C)cc32)[C@H](CO)O1	0.9
O=C(c1ccco1)N1CCC2(CCCN(c3ccccc3)C2)CC1	0.1
CN1CCN(c2ncc3nc(-c4ccccc4)c(=O)n(-c4ccccc4)c3n2)CC1	1.3
O=C(O)C1CC(C2CCCCN2)CN2CCCCC12 (stereo not given)	1.5
CN1CCN(c2ncnc3ccc(-c4ccccc4Cl)cc23)CC1	2.4
O=S(=O)(c1ccccc1)N1CCC2(CCN(Cc3nccs3)CC2)CC1	4.8
CN(C)C(=O)c1ccc(-c2cc(NCc3cccnc3)ncn2)cc1	0.7
CC(=O)OCC1OC(C#Cc2ccc(C)cc2C)C=CC1OC(C)=O (stereo not given)	-0.9
O=C(O)C1OC(O)C(O)C(O)C1O (stereo not given)	1.4
C[C@@]1(C(NC(=O)c2cccs2)c2ccc(-c3ccccc3)cc2)C[C@H]1C1CCCCC1 (stereo not given in full)	-3.3
C[C@@H]1O[C@@H](OC[C@H]2O[C@@H](Oc3c(-c4cccc(O)c4O)oc4cc(O)cc(O)c4c3=O)[C@H](O)[C@@H](O)[C@@H]2O)[C@H](O)[C@H](O)[C@H]1O	-0.9
COC(=O)NC(c1ccco1)[C@@]1(C(=O)OC)CCCC1=O (stereo not given in full)	0.9
COCCn1c(=O)c(-c2cccs2)nc2cnc(N3CCN(C)CC3)nc21	2.3
CN(C)C(=O)c1ccc(-c2nc(Nc3ccncc3)c3ccccc3n2)cc1	-1.4
COC(=O)C(C)c1ccc(C(=O)c2cccs2)cc1 (stereo not given)	5.1
CN1CCN(c2ncc3nc(-c4cc(F)cc(F)c4)c(=O)n(CCc4ccccc4)c3n2)CC1	6.9
OC[C@@H]1OC(O)[C@@H](O)[C@H](O)[C@@H]1O (stereo not given in full)	0.9

Other entries.
SMILES	Coupling enz
O=C1CCC=C1[C@@H](O)CCc1ccccc1	-0.6
COC(=O)N1CCC2(CC1)CN(c1ccccn1)C2	0.8
O=C1c2ccccc2C(Cc2ccncc2)(Cc2ccncc2)c2ccccc21	4.1
C=C1CCC(C2CC(=O)OC2=O)C(=O)CCC2C1CC2(C)C (stereo not given)	5.5
CC(C1OC(C)(C)C(O)C1O)C1CC[C@@]2(C)C3=CCC4C(C)(C)C(=O)CC[C@]4(C)C3CC[C@@]12C (stereo not given in full)	-0.2
Cc1nc2cnc(N3CCOCC3)nc2n(Cc2cccs2)c1=O	6.6
C#CCCCO/N=C1/[C@H]2O[C@@H]2[C@@H](O)[C@H]2[C@H]1CCn1c(=O)n(C)c(=O)n12	-0.3
CCC1=C2CC[C@H]3C(=O)NC(=O)[C@H]3[C@H]2[C@@]2(C)C(=NCC(=O)OC)OC(=O)N2C1=O	-0.9
COc1ccc2c(c1-c1c3c(cc(Br)c1OC)CCCC3)CCCC2	1.7
FC(F)(F)c1cc(CN2CC3(CCNCC3)C2)cc(C(F)(F)F)c1	3.1
COc1ccc(C2=Nn3c(nnc3-c3cc(OC)ccc3OC)SC2)cc1	0.0
CN1CCN(c2ncnc3ccc(-c4cccnc4)cc23)CC1	0.9
COc1ccc2c(c1)OC1(O)COc3cc(OC)c(OC)cc3C1=C2 (stereo not given)	-5.1
CC(=O)c1cc2c(cc1O)OC(C)(C)C=C2	3.1
C=C(C)C(=O)/C=C/c1ccc(Br)cc1	2.0
Cc1ccc(C#CC2C=CC(Oc3ccc4c(c3)OCO4)C(CO)O2)c(C)c1 (stereo not given)	2.3
COCC(=O)N1CCC2(CC1)CN(C(=O)Nc1ccc(OC)cc1)C2	2.7
CN(C)c1ccc(-c2ccc3ncnc(-n4ccnc4)c3c2)cc1	-2.5
COc1cccc(Cn2c(=O)c(C)nc3cnc(N4CCN(C)CC4)nc32)c1	-0.4
O=c1c(-c2ccc(F)cc2)nc2cnc(Oc3ccccc3)nc2n1Cc1cccs1	5.4
CC(=O)NCCNc1nc(-c2ccccc2C(F)(F)F)nc2ccccc12	0.7
COc1ccc2c(c1)C(=O)[C@@H](OC(=O)Nc1cc(OC)c(OC)c(OC)c1)[C@H](c1ccc(OC)c(Br)c1)O2	-1.8
COc1ccc2[nH]cc(CCNc3ncncc3-c3ccccc3OC)c2c1	-4.1
N#Cc1cccc(-c2nc3cnc(Oc4cccc(Cl)c4)nc3n(C3CC3)c2=O)c1	-0.1
COc1ccccc1CCn1c(=O)c(-c2ccc(F)c(F)c2)nc2cncnc21	2.4

(continued)
SMILES	Coupling enz
CCCCCCCC1=Cc2ccc(F)cc2C(C(C(=O)OC)C(=O)OC)N1C(=O)OC (stereo not given)	5.5&1.7
COc1ccc(-c2nc3cnc(OC)nc3n(C[C@H]3CCCO3)c2=O)cc1	-4.0
O=c1oc2ccccc2cc1O	1.6
Nc1ncc(O)c(N)n1	-1.1
CNC(=O)[C@H](C)[C@H]1C[C@]1(C)[C@H](NC(=O)OCc1ccccc1)c1ccccc1	3.3
COC(=O)[C@@]1(Cc2ccc(F)cc2)[C@H]2c3cc(C(=O)N(C)C)n(CCN4CCOCC4)c3C[C@H]2CN1C(=O)c1ccccc1	3.5
COCC(=O)N1CCC2(CC1)CN(Cc1cc(C(F)(F)F)cc(C(F)(F)F)c1)C2	0.6
Cc1nc2cnc(OCc3ccccc3)nc2n(C)c1=O	0.5
CCN(CC)c1ccc(C(=C2C=CC(=[N+](CC)Cc3cccc(S(=O)(=O)[O-])c3)C=C2)c2ccc(N(CC)Cc3cccc(S(=O)(=O)O)c3)cc2)cc1	-22.6
NCCC[C@@H](CC(=O)N[C@@H]1CCCC[C@H]1C(=O)N[C@H](CC(=O)N[C@@H](CCC(=O)O)CC(=O)O)Cc1ccccc1)NC(=O)C[C@H](CO)NC(=O)[C@@H]1CNCC[C@H]1N	1.1
Cc1c(C(=O)NC2CCCCC2)sc2nc3ccc(N)cc3n12	-5.8
Cc1cc(O)c(C)c(O)c1C(=O)O	-1.7
N#Cc1cccc(-c2nccc(NCc3cccnc3)n2)c1	5.7
COC(=O)CNC(=O)C(=O)OC	3.8
COc1ccc2[nH]c(C(=O)c3ccccc3)cc2c1	-1.0
c1ccc2nc3ccccc3cc2c1	0.0
COc1ccc(C2=Nn3c(nnc3-c3ccc(OC)c(OC)c3)SC2)c(OC)c1	4.1
CSCC[C@H](NC(=O)[C@H](CC(C)C)NC(=O)[C@@H]1CCCN1C(=O)[C@H](Cc1ccccc1)NC(=O)[C@H](Cc1ccccc1)NC(=O)[C@@H]1CCC(=O)N1)C(N)=O	-0.5
COc1cccc(-c2nc(NCc3ccccc3OC)c3ccccc3n2)c1	-0.3
COc1cccc(Nc2ncc3ncc(=O)n(CCc4ccccc4)c3n2)c1	5.4
COC(=O)[C@@]1(Cc2ccccc2)[C@H]2c3cc(C(=O)N(C)C)n(CCO)c3C[C@H]2CN1C(=O)c1ccccc1	3.5
CCCCCCCCCCCCCCCC(=O)OC(CO)CO	-4.2
Cn1c(=O)c(CCc2ccccc2)nc2cnc(N3CCOCC3)nc21	2.5
CC1=C(C)CC(c2ccccc2)C(C(=O)c2ccccc2O)C1 (stereo not given)	-3.4
OC[C@H]1OC(O)[C@@H](O)[C@@H](O)[C@H]1O (stereo not given in full)	-1.3

Other entries:
SMILES	Coupling enz
CC(=O)N1CC=CC1(C)C(=O)NCC1CC1 (stereo not given)	2.8
O=C(Cc1ccccc1)NO	0.5
O=C(Nc1ccccc1)N1CCC2(CC1)CCN(C(=O)c1ccco1)CC2	-3.0
C[C@@](N)(C(=O)O)c1ccc(P(=O)(O)O)cc1	0.6
O=c1c(-c2cccs2)nc2cnc(N3CCOCC3)nc2n1Cc1cccs1	3.3
Cc1cccc(CNc2ncncc2-c2ccc(C(=O)N(C)C)cc2)c1	3.0
CC(=O)OC1CC2C(C)(C)C(O)CC[C@@]2(C)C2CC[C@@]3(C)C(c4ccoc4)OC(=O)C4O[C@@]43[C@]12C (stereo not given in full)	3.7
COC(=O)[C@@]1(Cc2ccccc2)[C@H]2c3cc(C(=O)N4CCCC4)n(Cc4ccc(O)c(OC)c4)c3C[C@H]2CN1C(=O)c1ccccc1	1.1
CCc1c2c(nc3ccc(O)cc13)-c1cc3c(c(=O)n1C2)COC(=O)[C@]3(O)CC	-2.1
CCOC(OCC)P(=O)(O)CCCNCc1ccc(Cl)c(Cl)c1	3.7
C=CCOCC/C=C1/c2ccccc2C(OC)C1C (stereo not given)	0.0
N#Cc1ccccc1-c1ccc2ncnc(NCc3cccnc3)c2c1	2.9
Cc1noc(C)c1C(=O)N1CCC2(CCCN(c3ccncc3)C2)CC1	0.6
COc1ccccc1CN1CCCC2(CCN(S(C)(=O)=O)CC2)C1	2.7
COc1ccc(-c2nc3cnc(N4CCNCC4)nc3n(Cc3ccc(F)cc3)c2=O)cc1	-0.8
CC(C)(C)c1ccc(N2C[C@@H](COc3ccc(C(=O)O)cc3)CC2=O)cc1	-0.6
COc1ccc2c(c1OC)C(=O)N1c3ccccc3C(=O)OC21 (stereo not given)	0.1
CC(=O)NCCNc1ccnc(-c2ccccc2C(F)(F)F)n1	-4.2
COc1ccc(-c2nc3cnc(N4CCOCC4)nc3n(C)c2=O)cc1	1.4
CN(C)c1ncc2nc(-c3cc(F)cc(F)c3)c(=O)n(CCC#N)c2n1	0.5
Cc1cccc2c3c(ccc12)C1=C(C(=O)C3=O)[C@@H](C)CO1	-41.6*
C[C@@H]1C[C@](C)(C(=O)c2ccc3c(c2)OCO3)C=C1c1ccc2c(c1)OCO2	1.1
COc1cc(C/C=C/c2ccccc2)c(OC)cc1O	-51.5*
CN(C)C(=O)c1ccc(-c2ccc3ncnc(N4CCOCC4)c3c2)cc1	-0.5
N#CCCn1c(=O)c(-c2cccs2)nc2cnc(Oc3cccc(Cl)c3)nc21	-1.7

Given with each value named: part of the list above.
SMILES: COc1ccc2c(c1OC)C(=O)N1c3ccccc3C(=O)OC21 (stereo not given)
  Coupling enz: 0.1

SMILES: N#CCCn1c(=O)c(-c2cccs2)nc2cnc(Oc3cccc(Cl)c3)nc21
  Coupling enz: -1.7

Returning to the listing, repeating the 7 entries before the break.
SMILES	Coupling enz
COc1ccc(-c2nc3cnc(N4CCOCC4)nc3n(C)c2=O)cc1	1.4
CN(C)c1ncc2nc(-c3cc(F)cc(F)c3)c(=O)n(CCC#N)c2n1	0.5
Cc1cccc2c3c(ccc12)C1=C(C(=O)C3=O)[C@@H](C)CO1	-41.6*
C[C@@H]1C[C@](C)(C(=O)c2ccc3c(c2)OCO3)C=C1c1ccc2c(c1)OCO2	1.1
COc1cc(C/C=C/c2ccccc2)c(OC)cc1O	-51.5*
CN(C)C(=O)c1ccc(-c2ccc3ncnc(N4CCOCC4)c3c2)cc1	-0.5
N#CCCn1c(=O)c(-c2cccs2)nc2cnc(Oc3cccc(Cl)c3)nc21	-1.7
COc1ccc(-c2nc3cnc(N4CCOCC4)nc3n(C[C@H]3CCCO3)c2=O)cc1	4.1
O=C(c1ccco1)N1CCC2(CCN(Cc3nccs3)CC2)CC1	0.8
COC(=O)c1ccc(C(NC(=O)OCc2ccccc2)/C(I)=C/[C@@H](C)C(=O)NCC2CC2)cc1 (stereo not given in full)	-0.2
CCCCCCCC1=Cc2ccccc2C(CC(C)=O)N1C(=O)OC (stereo not given)	5.6&0.9
Cc1ccccc1-c1ccc2ncnc(N(C)C)c2c1	-1.8
O=C(c1cnccn1)N1CCC[C@@]2(CCN(Cc3nccs3)C2)C1	-0.2
N#Cc1ccc(CN2CCC3(CC2)CCN(C(=O)c2cnccn2)CC3)cc1	3.3
COc1cccc(C2=Nn3c(nnc3-c3cccc(OC)c3OC)SC2)c1	1.5
COc1cccc(Nc2ncc3ncc(=O)n(C[C@H]4CCCO4)c3n2)c1	-0.2
CN(C)c1ncc2nc(-c3ccc(Cl)cc3)c(=O)n(CCC#N)c2n1	0.4
Clc1ccccc1-c1nccc(NCCN2CCOCC2)n1	1.5
O=C(NS(=O)(=O)c1ccc(F)cc1)O[C@@H]1C(=O)c2cc(Br)ccc2O[C@H]1c1ccc2c(c1)OCO2	1.2
CC(=O)Oc1ccc2c(c1)CCC1C2CC[C@]2(C)C(=O)CCC12 (stereo not given in full)	-1.6
O=c1cc(-c2ccccc2O)oc2ccc3ccccc3c12	-0.6
C[C@@H]1CC[C@@H]2C(=O)N3[C@@H](CC[C@@H](C)[C@@H]3c3ccc(-c4ccco4)cc3)C(=O)N2[C@H]1c1ccc(-c2ccco2)cc1	0.5
O=S(=O)(O)c1ccc2c(c1)-c1nc-2nc2[nH]c(nc3nc(nc4[nH]c(n1)c1ccc(S(=O)(=O)O)cc41)-c1ccc(S(=O)(=O)O)cc1-3)c1ccc(S(=O)(=O)O)cc21	-9.2
CS(=O)(=O)Nc1cccc(-c2ccc3ncnc(NCc4cccs4)c3c2)c1	3.4
Cc1cnc(CNc2ncnc3ccc(-c4cccc(C#N)c4)cc23)cn1	-0.2
CCCCCCCC[C@@H](O)/C=C/C=C/C=C\[C@@H](O)CCCC(=O)O	1.1
CC(=O)OC1CC[C@]2(C)C(CC(OC(C)=O)[C@@]3(C)C4=CC(=O)OC(c5ccoc5)[C@]4(C)CCC23)C1(C)C (stereo not given in full)	-0.2&-0.2&-5.4
